BAZ2B inh – qHTS Assay for Inhibitors of BAZ2B | AID 504333, 2011 | 4.4% of 360,000 active | Bromodomain adjacent to zinc finger domain protein 2B (Homo sapiens), Q9UIF8 | AlphaScreen BAZ2B-H3K14Ac peptide displacement | Potency, µM (top dose mostly 114 µM), without a hit: at the top dose activity change, negative = inhibition, hits mostly inhibitors; further: on the % scale 0 is the no-effect control and ±100 the full control effect; nearly all actives have a fitted effect of over 60% in size
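Protein-peptide AlphaScreen: BAZ2B 50 nM, b-H3K14Ac 50 nM, 1x PBS pH 7.4 + 0.01% Tween-20. Preincubation 30 min RT; cpd 30 min RT (top 110 uM); beads 20 min RT, light-protected.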
POLK inh – qHTS for Inhibitors of Polymerase Kappa | DNA polymerase kappa (Homo sapiens), Q9UBT6 | purified Pol kappa, fluorescent DNA synthesis assay, 10 min | Potency, µM (titrated, usually from 107 µM), inactives show top-dose activity, negative = inhibition, usual class: inhibitors | 0.53% of 400,000 active | AID 588579, 2011; further: on the % scale 0 is the no-effect control and ±100 the full control effect
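10 nM Pol kappa was preincubated with compounds for 15 min at room temperature. Reaction started with 50 nM (final) substrate. Fluorescence read kinetically at 0 and 10 min.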
BLM inh – qHTS Assay for Inhibitors of Bloom's syndrome helicase (BLM) | recombinant BLM DNA unwinding, fluorescence dequenching | Potency, µM (titrated, usually from 56.1 µM), for the others: at the highest dose activity change, negative = inhibition, hits mostly inhibitors | 0.2% of 350,000 active;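 further: plate controls were vehicle for no effect and no enzyme for full effect; nearly all actives have a fitted effect of over 35% in size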
Pol eta inh – qHTS for Inhibitors of Polymerase Eta; recombinant Pol eta, fluorescent DNA replication assay; 1.2% of 390,000 active; DNA polymerase eta (Homo sapiens), Q9Y253; AID 588591, 2011; Potency, µM (series often up to 114 µM), for the others: at the top dose activity change, negative = inhibition, hits mostly inhibitors; further: on the % scale 0 is the no-effect control and ±100 the full control effect
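Pol eta (10 nM) was preincubated with compounds for 15 min at room temperature, after which fluorescent replication substrate (50 nM final) was added to start the reaction. Fluorescence was read kinetically at 0 and 10 min.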
JMJD2A Tudor inh – qHTS Assay for Inhibitors of JMJD2A-Tudor Domain. Potency, µM (series often up to 114 µM), for inactives: top-dose activity change, negative = inhibition, most hits filed as inhibitors. AlphaScreen JMJD2A-Tudor / H3K4me3 peptide binding. 4.4% of 390,000 active. Lysine-specific demethylase 4A (Homo sapiens), O75164; further: on the % scale 0 is the no-effect control and ±100 the full control effect; nearly all actives have a fitted effect of over 50% in size
Pol beta inh – qHTS Assay for Inhibitors of DNA Polymerase Beta | Potency, µM (series often up to 114 µM), inactives show at the highest dose activity change, negative = inhibition, hits mostly inhibitors | 1.3% of 340,000 active | Pol beta primer extension/strand displacement, fluorescence kinetic | AID 485314, 2010 | P06746; further: on the % scale 0 is the no-effect control and ±100 the full control effect
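Curves were derived by four-parameter Hill fits of normalized qHTS data. The kinetic fluorescent primer-extension read was taken at 0 and 10 min after 50 nM substrate, following a 15 min room-temperature preincubation of 10 nM enzyme with compounds.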
G9a block – qHTS Assay for Inhibitors of Histone Lysine Methyltransferase G9a; Histone-lysine N-methyltransferase EHMT2 (Homo sapiens), Q96KQ7; G9a H3K9 monomethylation, AlphaScreen, 2 h; Potency, µM (highest dose often 102 µM), for inactives: top-dose activity, negative = inhibition, most hits filed as inhibitors; 8.8% of 350,000 active; AID 504332, 2011; further: on the % scale 0 is the no-effect control and ±100 the full control effect; nearly all actives have a fitted effect of over 75% in size
Target sequence (Q96KQ7 913-1193 limits assumed): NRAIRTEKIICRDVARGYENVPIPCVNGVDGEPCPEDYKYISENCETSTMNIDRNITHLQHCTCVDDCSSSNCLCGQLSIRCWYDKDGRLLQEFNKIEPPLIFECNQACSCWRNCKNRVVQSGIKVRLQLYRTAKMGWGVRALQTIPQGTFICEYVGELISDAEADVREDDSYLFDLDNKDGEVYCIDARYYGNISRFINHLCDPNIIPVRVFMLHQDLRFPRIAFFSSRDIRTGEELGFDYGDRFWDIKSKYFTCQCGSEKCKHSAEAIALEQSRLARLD
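Readings reflect AlphaScreen signal from monomethyl-H3K9 antibody detection. HMT at 20 nM; substrate b-H3K9 500 nM; cofactor SAM 20 uM; 2 h RT reaction; compounds tested as titrations in qHTS with 15 min preincubation.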
Pol iota inh – qHTS for Inhibitors of Polymerase Iota; DNA polymerase iota (Homo sapiens), Q9UNA4; Pol iota fluorescent replication assay, 10 min; Potency, µM (highest dose often 115 µM), for inactives: top-dose activity, negative = inhibition, most hits filed as inhibitors; 1% of 390,000 active; AID 588590, 2011
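Fluorescent replication assay read twice, at 0 min and 10 min after adding 50 nM (final) substrate. Enzyme (10 nM) and compounds were first incubated 15 min at room temperature; enzyme-free buffer wells were negative controls.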
APEX1 inh – qHTS Assay for Inhibitors of the Human Apurinic/apyrimidinic Endonuclease 1 (APE1). recombinant APE1, TAMRA/BHQ-2 abasic DNA cleavage fluorescence. Potency, µM (top dose mostly 65.8 µM), for the others: at the top dose activity change, negative = inhibition, hits mostly inhibitors. 0.35% of 350,000 active;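 further: plate controls were vehicle for no effect and reference inhibitor for full effect; nearly all actives have a fitted effect of over 55% in size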
Target sequence (P27695 whole entry, looked up): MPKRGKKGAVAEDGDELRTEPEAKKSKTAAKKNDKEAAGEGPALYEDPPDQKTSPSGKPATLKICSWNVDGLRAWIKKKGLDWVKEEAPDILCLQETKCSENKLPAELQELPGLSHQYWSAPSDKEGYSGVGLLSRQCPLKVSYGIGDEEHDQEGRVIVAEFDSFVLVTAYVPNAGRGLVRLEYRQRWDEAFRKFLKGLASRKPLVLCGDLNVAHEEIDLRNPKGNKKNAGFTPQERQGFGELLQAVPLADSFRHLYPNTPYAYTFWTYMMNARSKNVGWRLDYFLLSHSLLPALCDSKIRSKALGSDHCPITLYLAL
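Kinetic fluorescence read (525 ex/598 em nm, three reads 60 s apart) of AP-site incision; signal = third minus first read. Enzyme 0.75 nM, dual-labelled THF duplex 50 nM, compound preincubation 15 min RT.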
* marks the source's active call; other numbers are inactive results; & = joins results of further samples; ! = repeats disagree; [ ] = dose if it differs, or a comment. The call rests on the fitted dose curve; in most records, active means well fitted curve in the direction sought with a large enough effect; inconclusive means small, poorly fitted or top-dose-only effect, or another doubt; inactive means no such curve, though single readings can be large; an effect the other way counts as inactive or inconclusive. Potency means the concentration at half of the fitted maximal effect. A portion of the library; count on the stated rates, not on these rows.

CC[C@]12c3[nH]c4cc(CCC(=O)N(C)C)ccc4c3CCN1C(=O)[C@@H](CC(=O)NCc1ccco1)C[C@@H]2C(=O)N1CCN(C(=O)c2ccco2)CC1 was read as POLK inh 17%, Pol eta inh -16%, JMJD2A Tudor inh -11%, Pol iota inh 29% and APEX1 inh -15%.
For Cn1c(SCC(=O)c2c(N)n(C)c(=O)n(C)c2=O)nnc1-c1ccc(F)cc1 the results were BAZ2B inh 1%, POLK inh -21%, BLM inh -4%, Pol eta inh inconclusive, JMJD2A Tudor inh -18%, Pol beta inh 0%, G9a block 12%[59 µM], Pol iota inh 11% and APEX1 inh 5%.
`COc1cc(OC)cc(C(=O)NNc2nc3cc4c(cc3s2)OCO4)c1` gave BAZ2B inh inconclusive, POLK inh 5%, BLM inh -3%, Pol eta inh -19%, JMJD2A Tudor inh inconclusive, Pol beta inh -1%, G9a block inconclusive, Pol iota inh 12% and APEX1 inh -10%.
For Cc1cccc(NC(=O)CSc2nc3ccccc3nc2N2CCC(C)CC2)c1 the results were BAZ2B inh 42%[activator], POLK inh -7%, BLM inh -9%, Pol eta inh -25%, JMJD2A Tudor inh 53%[activator], Pol beta inh inconclusive, G9a block 119%[activator][59 µM] and Pol iota inh -1%.
For CCOC(=O)CC(=O)CSc1nnc2c(n1)[nH]c1ccccc12 the results were BAZ2B inh -3%, POLK inh -15%, BLM inh -3%, Pol eta inh -5%, JMJD2A Tudor inh -4%, Pol beta inh 20%, Pol iota inh 20% and APEX1 inh -2%.
Screening Cc1nc(CNS(=O)(=O)c2cc(F)ccc2F)cs1 returned BAZ2B inh 4%, POLK inh -4%[60.1 µM], BLM inh -5%, Pol eta inh 5%, JMJD2A Tudor inh -22%, Pol beta inh 1%, G9a block -6%[59 µM], Pol iota inh 6% and APEX1 inh -4%.
For COc1ccccc1C(=O)Nc1c(C(=O)N(CCN(C)C)Cc2ccco2)oc2ccccc12 the results were BAZ2B inh inconclusive, POLK inh -20%&-2%, BLM inh 14%&1%, Pol eta inh inconclusive, JMJD2A Tudor inh 45µM*, Pol beta inh -6%&29%, G9a block 40µM*!, Pol iota inh 10%&12% and APEX1 inh 28%.
`c1ccc(-n2c(-c3cccs3)nc3nc4ccccc4nc32)cc1` gave BAZ2B inh -3%, POLK inh -4%, BLM inh 0%, Pol eta inh 2%, JMJD2A Tudor inh -1%, Pol beta inh 0%, G9a block 13%[59 µM], Pol iota inh 16% and APEX1 inh -2%.
`COCCNC(=O)c1cccc(OC2CCN(Cc3ccccc3OCCO)CC2)c1` gave BAZ2B inh 1%, POLK inh 2%, BLM inh 4%, Pol eta inh -2%, JMJD2A Tudor inh -10%, Pol beta inh 12%, G9a block -1%, Pol iota inh inconclusive and APEX1 inh 0%.
`COc1cccc(CNC(=O)C2CCCN(c3nnc(-n4c(C)ccc4C)s3)C2)c1OC` (stereo unspecified) gave BAZ2B inh -31%, POLK inh -7%, BLM inh -1%, Pol eta inh 1%, JMJD2A Tudor inh -14%, Pol beta inh -2%, G9a block 15%[59 µM] and Pol iota inh -17%.
Screening COc1cccc(CN(C)Cc2nc3cc(C(F)(F)F)ccc3c(=O)[nH]2)c1 returned BAZ2B inh -6%, POLK inh -9%, BLM inh -2%, Pol eta inh -18%, JMJD2A Tudor inh inconclusive, Pol beta inh 22%, G9a block inconclusive, Pol iota inh 35%[activator] and APEX1 inh 3%.
N#Cc1c(NC(=O)/C=C/c2ccco2)sc2c1CCCC2 was read as BAZ2B inh inconclusive, POLK inh -26%, BLM inh -7%, Pol eta inh inconclusive, JMJD2A Tudor inh -27%, Pol beta inh inconclusive, G9a block inconclusive, Pol iota inh 50µM* and APEX1 inh inconclusive.
For CC(C)(C)c1cc(NC(=O)COC(=O)C2CC2)n(-c2ccccc2)n1 the results were BAZ2B inh 1%, POLK inh -7%, BLM inh 1%, Pol eta inh -11%, JMJD2A Tudor inh -10%, Pol beta inh 11%, G9a block 16%, Pol iota inh 12% and APEX1 inh -2%.
N#CC1(CCCN2CCCCC2)c2ccccc2CCc2ccccc21 was read as POLK inh -13%, Pol eta inh -22%, JMJD2A Tudor inh -25% and Pol iota inh 44%[activator].
Screening Cc1ccc(S(=O)(=O)n2cnc3ccccc32)cc1 returned BAZ2B inh 5%, POLK inh -7%, BLM inh -5%, Pol eta inh -5%, JMJD2A Tudor inh -32%, Pol beta inh inconclusive, G9a block inconclusive, Pol iota inh 2% and APEX1 inh 1%.

Arranged by molar mass (largest number first): some entries from above
For COc1ccccc1C(=O)Nc1c(C(=O)N(CCN(C)C)Cc2ccco2)oc2ccccc12 the results were BAZ2B inh inconclusive, POLK inh -20%&-2%, BLM inh 14%&1%, Pol eta inh inconclusive, JMJD2A Tudor inh 45µM*, Pol beta inh -6%&29%, G9a block 40µM*!, Pol iota inh 10%&12% and APEX1 inh 28%.
`COc1cc(OC)cc(C(=O)NNc2nc3cc4c(cc3s2)OCO4)c1` gave BAZ2B inh inconclusive, POLK inh 5%, BLM inh -3%, Pol eta inh -19%, JMJD2A Tudor inh inconclusive, Pol beta inh -1%, G9a block inconclusive, Pol iota inh 12% and APEX1 inh -10%.
For CCOC(=O)CC(=O)CSc1nnc2c(n1)[nH]c1ccccc12 the results were BAZ2B inh -3%, POLK inh -15%, BLM inh -3%, Pol eta inh -5%, JMJD2A Tudor inh -4%, Pol beta inh 20%, Pol iota inh 20% and APEX1 inh -2%.

Further records.
COc1ccc(-n2nc3c(c2NC(=O)c2cc(Br)ccc2Cl)CS(=O)C3)cc1 (stereo unspecified) was read as BAZ2B inh 12%, POLK inh 1%, BLM inh -4%, Pol eta inh -4%, JMJD2A Tudor inh -11%, Pol beta inh 7%, G9a block -7%, Pol iota inh -16% and APEX1 inh 3%.
For S=C(N/N=C/c1ccc2ncccc2c1)Nc1cccnc1 the results were BAZ2B inh -25%, POLK inh 2%, BLM inh 2%, Pol eta inh -8%, JMJD2A Tudor inh 1%, Pol beta inh 0%, G9a block inconclusive, Pol iota inh 40%[activator] and APEX1 inh 6%.
Screening O=C(NCCCCCCNC(=O)N1CCCCCC1)N1CCCCCC1 returned BAZ2B inh 8%, POLK inh 10%, BLM inh 2%, Pol eta inh 3%, JMJD2A Tudor inh -22%, Pol beta inh 22%, G9a block 9%, Pol iota inh 46%[activator] and APEX1 inh 9%.
CN(C(=O)C1CCC(=O)N(CCc2ccc(Cl)cc2)C1)C1CCOCC1 (stereo unspecified) was read as BAZ2B inh -4%, POLK inh -5%, BLM inh -10%, Pol eta inh -11%, JMJD2A Tudor inh -15%, Pol beta inh 9%, Pol iota inh 20% and APEX1 inh 10%.
Screening CCc1cc2c(=O)n(CC(=O)NCCc3ccc(OC)c(OC)c3)cnc2s1 returned BAZ2B inh -28%, POLK inh -1%, BLM inh -3%, Pol eta inh -7%, JMJD2A Tudor inh -6%, Pol beta inh -8%, G9a block 4%, Pol iota inh 18% and APEX1 inh -7%.
`CNC(=O)c1c(NC(=O)c2ccc(S(=O)(=O)N3CCC(C)CC3)cc2)sc2c1CCC2` gave BAZ2B inh 4%, POLK inh 3%[60.1 µM], BLM inh 1%, Pol eta inh -14%, JMJD2A Tudor inh -22%, Pol beta inh 4%, G9a block 7%[59 µM] and Pol iota inh 16%.
CCCSc1ccc([C@@H]2[C@@H]3C(=O)N(C)C(=O)[C@@H]3[C@]3(C(=O)OC)CCCCN23)cc1OC was read as BAZ2B inh -28%, POLK inh 0%, Pol eta inh -11%, JMJD2A Tudor inh -31%, G9a block 1%[2.33 µM], Pol iota inh 0% and APEX1 inh 19%.
Screening Cc1cc(C)cc(NC(=O)c2sc3nc(C)cc(C)c3c2N)c1 returned BAZ2B inh 0%, POLK inh -25%, BLM inh -2%, Pol eta inh -3%, JMJD2A Tudor inh -15%, Pol beta inh 12%, G9a block 11%, Pol iota inh -22% and APEX1 inh 9%.
For CCN(Cc1ccc(C#CCCO)cc1)CC1CCCN(CCc2cccc(F)c2)C1 (stereo unspecified) the results were BAZ2B inh -10%, POLK inh -15%, BLM inh -7%, Pol eta inh -14%, JMJD2A Tudor inh inconclusive, Pol beta inh -3%, Pol iota inh 2% and APEX1 inh 15%.
Screening COCCN1C(=O)c2ccccc2C(C(=O)NCc2ccco2)C1c1c[nH]c2ccccc12 (stereo unspecified) returned BAZ2B inh 0%, POLK inh 2%, BLM inh 0%, Pol eta inh -8%, JMJD2A Tudor inh -18%, Pol beta inh -4%, G9a block 9%, Pol iota inh 29% and APEX1 inh -4%.
For Nc1ccccc1C(=O)NC(=O)Nc1ccc(Oc2ncc(Br)cn2)c(Cl)c1 the results were POLK inh -6%, Pol eta inh 1%, JMJD2A Tudor inh 3% and Pol iota inh 9%.
For COc1ccccc1CNS(=O)(=O)c1c(C(=O)N2CCCCC2)c(C)n(C)c1C the results were BAZ2B inh -12%, POLK inh -10%, BLM inh -1%, Pol eta inh -23%, JMJD2A Tudor inh -32%, Pol beta inh 27%, G9a block 8%[59 µM], Pol iota inh 54%[activator] and APEX1 inh 1%.
COc1ccccc1CNC(=O)CCNS(=O)(=O)c1cccc2nonc12 was read as BAZ2B inh 0%, POLK inh -3%, BLM inh 0%, Pol eta inh -12%, JMJD2A Tudor inh 12%, Pol beta inh 24%, G9a block 19%, Pol iota inh 27% and APEX1 inh 9%.

Pulled one by one from above (2):
For S=C(N/N=C/c1ccc2ncccc2c1)Nc1cccnc1 the results were BAZ2B inh -25%, POLK inh 2%, BLM inh 2%, Pol eta inh -8%, JMJD2A Tudor inh 1%, Pol beta inh 0%, G9a block inconclusive, Pol iota inh 40%[activator] and APEX1 inh 6%.
Screening COCCN1C(=O)c2ccccc2C(C(=O)NCc2ccco2)C1c1c[nH]c2ccccc12 (stereo unspecified) returned BAZ2B inh 0%, POLK inh 2%, BLM inh 0%, Pol eta inh -8%, JMJD2A Tudor inh -18%, Pol beta inh -4%, G9a block 9%, Pol iota inh 29% and APEX1 inh -4%.
